PMI activator: phosphomannose isomerase (human) activation; P34949; purified human PMI, coupled resazurin fluorescence, 20 min; active compounds read high; 1 = vehicle control, 0 substrate-free wells; activation factor at 20 µM; actives 0.005% (n = 190,000);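 active = activation factor of 2 or more at 20 µM, relative to plate controls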
Redox H2O2 prof: compounds producing H2O2 with reducing agent – biochemical, NIH compound library profiling, artefact control for MLSCN library redox annotation, primary screen; DTT-dependent redox cycling H2O2, phenol red/HRP absorbance; 100% = 100 µM peroxide control, 0% = buffer; activation, % at 10 µM; actives 0.03% (n = 200,000);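 active = activation of at least 50% relative to the plate's high and low controls in the primary single-dose screen; inactive = activation below 50%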;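 also: compound incubated with DTT at 0.8 mM final as the reducing agent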
TNAP inh no acc: inhibitors of human TNAP without phosphate acceptor. actives 0.26% (n = 200,000). inhibition, % at 20 µM. P05186. purified TNAP, CDP-star luminescence, 30 min;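 active = tissue-nonspecific alkaline phosphatase inhibition above about 50% at 20 µM in the single-dose screen, limit read from the data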;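 also: 0% = DMSO negative control and 100% = EDTA positive control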
Target sequence (P05186 whole entry, looked up): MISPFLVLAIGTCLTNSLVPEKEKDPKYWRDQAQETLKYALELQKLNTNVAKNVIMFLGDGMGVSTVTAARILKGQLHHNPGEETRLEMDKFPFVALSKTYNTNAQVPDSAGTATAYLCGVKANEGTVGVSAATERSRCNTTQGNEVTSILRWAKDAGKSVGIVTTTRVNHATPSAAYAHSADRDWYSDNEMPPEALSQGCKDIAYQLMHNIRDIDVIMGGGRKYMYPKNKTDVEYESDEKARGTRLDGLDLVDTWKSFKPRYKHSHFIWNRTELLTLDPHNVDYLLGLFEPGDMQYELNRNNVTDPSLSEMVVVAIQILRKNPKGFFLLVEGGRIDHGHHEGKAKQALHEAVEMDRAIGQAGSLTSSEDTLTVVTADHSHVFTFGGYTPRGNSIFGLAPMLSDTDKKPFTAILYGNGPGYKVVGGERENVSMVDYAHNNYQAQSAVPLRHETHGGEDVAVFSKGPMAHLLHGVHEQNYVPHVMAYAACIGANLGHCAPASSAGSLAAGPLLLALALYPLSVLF
TNAP inh hiacc: blocks human TNAP under high phosphate acceptor concentration; P05186; inhibition, % at 20 µM; purified TNAP, CDP-star luminescence, 1 M DEA; AID 1135; actives 0.03% (n = 200,000);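 active = over 50% inhibition of tissue-nonspecific alkaline phosphatase at 20 µM in the single-dose screen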;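 also: plate controls were DMSO wells for no effect and EDTA-quenched wells as full inhibition for full effect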
S1P3 antag: S1P3 (human) receptor antagonism | CHO S1P3 NFAT-BLA reporter, FRET fluorescence, antagonist mode | inhibition, % at 4.98 µM | actives 0.27% (n = 170,000) | AID 485;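 active = inhibition above the plate cutoff, the mean inhibition of test wells on that plate plus 3 SD, cut at about 28% in these data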;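 also: cells challenged with S1P at its EC80 of 0.8 µM; blue over green emission ratio from cleaved BLA substrate after 4 h stimulation; 0% = S1P-stimulated wells and 100% = unstimulated DMSO-only wells; some compounds past the cut are filed as inactive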
Target sequence (Q99500 whole entry, looked up): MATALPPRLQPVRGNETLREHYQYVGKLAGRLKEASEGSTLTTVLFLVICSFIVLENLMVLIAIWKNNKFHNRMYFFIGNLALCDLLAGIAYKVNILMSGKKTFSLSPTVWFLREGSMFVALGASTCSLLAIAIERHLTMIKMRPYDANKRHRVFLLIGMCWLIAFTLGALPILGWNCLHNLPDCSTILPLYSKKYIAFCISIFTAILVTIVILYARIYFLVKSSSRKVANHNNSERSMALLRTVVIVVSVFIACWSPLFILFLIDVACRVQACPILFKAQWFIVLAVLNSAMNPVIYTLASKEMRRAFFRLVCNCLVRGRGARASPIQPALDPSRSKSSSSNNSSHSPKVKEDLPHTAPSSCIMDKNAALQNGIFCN
Hsp70 act: transcriptional activators of Hsp70; HeLa Hsp70 promoter luciferase reporter, luminescence; scaled: vehicle 0, proteasome-inhibitor control 100%; activation, % at 10 µM; actives 0.04% (n = 200,000);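 active = activation above the mean across all tested compounds plus 3 SD, cutoff set per campaign, cut at about 5.5% in these data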;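 also: 100% = MG132 at 30 µM as the positive control and 0% = DMSO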
PMI act satM6P: increases human PMI activity with near-saturating mannose 6-phosphate; coupled PMI enzyme assay, resazurin fluorescence, 20 min; active compounds read high; 1 = untreated enzyme, 0 = substrate-free blank; activation factor at 20 µM; actives 0.34% (n = 190,000); AID 1216;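 active = activation factor of 2 or more at 20 µM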
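Material: human phosphomannose isomerase with PGI, G6PDH, diaphorase coupling enzymes. Quantity: 15 ng/mL PMI. Medium: HEPES pH 7.4 buffer with MgCl2 and Tween-20. Reagent: Near-saturating mannose-6-phosphate, 1.0 mM. Compound: 20 µM single dose. Times: enzyme reaction with compound 20 min at room temperature. Detection: resorufin fluorescence at Ex 544/Em 590 nm.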
RAM network inh: blocks the yeast RAM network; S. cerevisiae dse1pr::URA3 reporter, 5-FOA growth OD615, 2 d; analog-sensitive cbk1-as2 kinase mutant strain; AID 868; actives 1.8% (n = 190,000); inhibition, % at 50 µM;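 active = inhibition above a set limit, 3 SD over mean compound inhibition, cut at about 8.4% in these data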;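 also: 0% = DMSO-only wells with no growth and 100% = 10 µM 1-NA-PP1 full growth; inhibition rescues growth on 5-FOA so higher OD means more RAM inhibition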
Lmaj promast: Leishmania major promastigote growth inhibition; AID 1063; inhibition, % at 10 µM; Leishmania major promastigotes, resazurin fluorescence viability; actives 9% (n = 200,000); in the data active = inhibition above about 50%;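 also: promastigotes grown with compound for 44 hours at 28 °C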
Efa HMGR inh: inhibitors of class II HMG-CoA reductase from Enterococcus faecalis. purified E. faecalis HMGR, NADPH absorbance 340 nm kinetic. AID 1066. inhibition, % at 10 µM. actives 0.41% (n = 190,000);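 active = inhibition above a set limit, the median over all tested compounds plus 3 SD, cut at about 9.5% in these data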;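 also: enzyme runs in reverse so mevalonate oxidation gives rising NADPH absorbance; 0% = complete reaction with DMSO and 100% = background rate lacking mevalonate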
* hit, by the source's call; . = no result given.

SMILES	PMI activator	Redox H2O2 prof	TNAP inh no acc	TNAP inh hiacc	S1P3 antag	Hsp70 act	PMI act satM6P	RAM network inh	Lmaj promast	Efa HMGR inh
CN1CCN(C(=O)c2ccc3ccccc3c2)CC1	1	1.4	-8	0	-2	-0.1	0.9	-1.0	87*	3
CN(C)c1cncc(C(=O)O)c1	1.2	-1.2	-4	0	-9	-0.4	1.1	0.0	-11	0
COC(=O)c1oc2ccc(Br)cc2c1NC(=O)c1ccccc1	1	0.3	-8	-1	17	-0.2	1	1.7	-10	-7
Cc1ccc(S(=O)(=O)N2CCNC(=O)CC2)cc1	1.1	-0.7	-12	-6	-9	-0.1	1.1	3.8	1	-5
Cc1nc2ccccc2c2oc(C(=O)NCCN3CCCCC3C)cc12 (stereo unspecified)	0.9	-0.1	-18	-4	7	-0.3	0.9	1.9	4	-2
Cc1cc([N+](=O)[O-])cc([N+](=O)[O-])c1NCC(C)C	0.9	11	1	6	10	-0.3	0.9	2.5	3	-3
NNC(=O)COc1ccccc1[N+](=O)[O-]	0.9	0.0	-5	-5	10	-0.4	1	0.7	-3	-5
C=CCNCCCCOc1ccc(C)cc1[N+](=O)[O-]	0.9	2.8	-8	-6	.	-0.1	0.9	1.8	61*	-1
Cc1cccc(OCC(O)CN2CCN(C3CCCCC3)CC2)c1 (stereo unspecified)	1	-0.7	-12	-5	-1	0.0	0.9	-0.1	91*	-1
Cc1ccc(S(=O)(=O)CCc2nc3ccccc3s2)cc1	1	-0.6	-8	0	.	0.0	0.9	2.4	-8	-3
COc1ccccc1Oc1ccc(-c2cnc3ccccc3n2)cc1[N+](=O)[O-]	0.9	-0.4	-2	-3	5	0.0	0.9	5.8	10	-6
COc1ccc(-c2c(C#N)c(N)nc3c2CCc2ccccc2-3)cc1OC	0.8	1.1	-6	-3	.	0.3	0.8	4.6	14	-2
CCn1c(=O)n(CC)c2cc(S(=O)(=O)Nc3c(C)cccc3C)ccc21	1.1	-1.2	2	-6	.	-0.2	1.1	0.5	98*	-7
O=C(Oc1ccnc2cc(Cl)ccc12)N1CCOCC1	1.2	1.6	-9	2	-20	-0.4	1.1	2.9	3	-2
Cc1cccc(Cc2nnc(CCC(=O)NCc3cnc4ccccn34)o2)c1	1	11	-4	-5	-13	-0.2	1	0.5	-1	-10
CNc1nc(Cl)nc(Nc2ccccc2)n1	1.2	-3.5	-18	-3	-23	-0.2	1.1	3.9	-2	-7
CCCCNC(=O)CN1C(=O)C(CC)Oc2ccc(Cl)cc21 (stereo unspecified)	0.9	-3.4	-6	0	0	-0.1	0.9	3.7	4	-1
COc1ccc2nc(N3CCOCC3)cc(C)c2c1	0.9	0.1	-15	-10	.	0.3	0.9	2.7	10	-1
CCOC(=O)CN(C(=O)CN1CCC(n2nnc3cc(C)ccc32)CC1)c1ccccc1	1.1	0.1	-4	1	.	-0.3	1.1	0.7	-4	2
Nc1nc(SCCN2C(=O)c3ccccc3C2=O)n[nH]1	1.1	0.2	-11	-4	.	0.0	1.1	-0.2	0	1

2 of the compounds above, with two lines to a compound.
Every second line gives: PMI activator | Redox H2O2 prof | TNAP inh no acc | TNAP inh hiacc | S1P3 antag | Hsp70 act | PMI act satM6P | RAM network inh | Lmaj promast | Efa HMGR inh
COc1ccc(-c2c(C#N)c(N)nc3c2CCc2ccccc2-3)cc1OC
→ 0.8 | 1.1 | -6 | -3 | . | 0.3 | 0.8 | 4.6 | 14 | -2
CCn1c(=O)n(CC)c2cc(S(=O)(=O)Nc3c(C)cccc3C)ccc21
→ 1.1 | -1.2 | 2 | -6 | . | -0.2 | 1.1 | 0.5 | 98* | -7

(list continues)
SMILES	PMI activator	Redox H2O2 prof	TNAP inh no acc	TNAP inh hiacc	S1P3 antag	Hsp70 act	PMI act satM6P	RAM network inh	Lmaj promast	Efa HMGR inh
Cc1cccnc1NC(=O)CSc1nnc(Cc2ccccc2)o1	1	0.1	-8	-3	.	-0.1	1	3.0	-3	2
CC1(C)Cc2nc3oc4c(N(CCO)Cc5ccccc5)ncnc4c3cc2CO1	0.9	-2.5	-13	-4	15	-0.2	0.8	0.8	30	-7
Cn1nc(C(=O)N2CCc3ccccc3C2)c2ccccc2c1=O	1	0.3	-7	-7	.	-0.5	1.2	1.4	-1	0
COC(=O)c1cc(Br)ccc1NC(=O)Nc1ccccc1	1	0.0	-11	-7	-7	0.0	1.1	2.6	20	-4
COc1ccc(C(=O)NC(Cc2ccccc2)c2ccc3c(c2)OCCCO3)cc1 (stereo unspecified)	0.9	0.4	-2	1	.	-0.3	1	7.9	0	-5
CCc1ccc(C2CC(c3cccc(Cl)c3)n3nc(N)nc3N2)cc1 (stereo unspecified)	0.8	-0.3	-4	-3	-10	0.0	0.8	6.2	54*	5
O=[N+]([O-])c1ccccc1C1Nc2cccc3cccc(c23)N1	0.9	3.4	-2	9	.	30*	1	3.1	97*	4
O=C(O)CNS(=O)(=O)c1ccc(-c2ccccc2)cc1	1	0.0	4	-10	.	-0.3	1	0.7	-27	4
COC(=O)[C@@H]1C(c2ccccc2)(c2ccccc2)[C@@]1(C)C(=O)OC	0.9	-0.1	-7	0	-4	-0.2	1	-0.2	1	1
O=C(CN1CCN(Cc2ccccc2)CC1)NC(=O)NCc1ccco1	0.9	-0.5	-3	3	16	-0.3	0.9	0.4	-1	-7
CCOC(=O)C1=C(c2ccccc2)N2CCS(=O)(=O)N=C2S1	0.9	2.4	-8	-1	-12	-0.4	0.8	1.3	-1	-2
CSCCC(NC(=O)c1ccccc1Br)C(=O)N1CCC(C)CC1 (stereo unspecified)	1.1	-1.7	-5	0	-2	-0.1	1.1	-0.7	6	-5
CC1CCCC(NC(=O)C2CCN(S(=O)(=O)N3CCCCC3)CC2)C1C (stereo unspecified)	1	-0.1	-11	-3	-18	-0.5	1	1.3	-4	3
COc1ccc(-c2nn3cnnc3s2)cc1OC	1	0.8	-9	-2	-6	-0.1	1	1.7	-8	-7
Cc1cc(C)n2nc(CC(=O)NCc3ccccc3Cl)nc2n1	0.9	0.3	-8	-5	-6	-0.3	1	0.9	-7	3
CC1C[C@@]2(NC(=O)NC2=O)C(C)CN1C (stereo partly specified)	1	0.5	-7	-6	.	0.0	1	0.9	-4	0
C/C(=N\Nc1nc(N)cc(Cl)n1)c1ccc(Cl)c(Cl)c1	0.9	-0.2	-6	-1	24	-0.1	1	2.6	33	-2
O=S(=O)(NCCc1cn2ccccc2n1)c1ccc2c(c1)CCCC2	1.4	0.6	-7	-6	-7	-0.2	1.3	-0.7	-5	-4
COC(=O)c1cc(C)sc1NC(=O)CCCC(=O)O	1	0.8	-11	-4	20	-0.5	1	-0.1	-7	0
COC(=O)C1=C(C)NC(=S)NC1/C=C/c1ccccc1 (stereo unspecified)	0.9	-9.9	-7	1	-20	-0.3	1	1.9	11	-8
COC(=O)c1ccc(-c2noc(CN3CCCCC3c3nccn3C)n2)cc1 (stereo unspecified)	1	-0.4	-10	-6	16	0.6	1	1.0	17	-1
Cc1nc2ccccc2c(=O)n1CCCn1ccnc1	1	0.5	6	5	-11	-0.1	0.9	0.7	-5	-4
CCOC(=O)c1[nH]c(C)c(C(=O)NCc2cccnc2)c1C	1	-1.1	-16	-6	-4	0.3	1.1	-0.5	-6	-7
Nc1nc(N2CCN(C(c3ccccc3)c3ccccc3)CC2)n[nH]1	1	0.5	0	-4	-2	0.0	1.1	2.6	-5	4
O=C(Nc1nc2c(s1)CCCC2)c1cc(-c2ccncc2)nc2ccccc12	0.9	0.3	-13	0	-9	-0.3	1	3.8	16	5
CCN(CC)S(=O)(=O)c1ccc(N2CCOCC2)c(NC(=O)c2ccc(C#N)cc2)c1	1.2	-1.0	-21	-5	-12	-0.4	1.2	3.5	-4	4
CN(CC(=O)NCCCN1CCOCC1)S(=O)(=O)c1ccc(Br)cc1	0.8	0.1	-12	-5	6	-0.1	1.1	2.6	33	-2
Cc1cc(C)cc(N(CC(=O)N2CCC(C)CC2)S(C)(=O)=O)c1	0.9	0.5	-10	-5	6	0.0	0.9	-0.5	-7	-5
O=C(N/N=C/C=C/c1ccco1)c1ccccc1Cl	1	-0.3	-4	1	5	0.1	0.8	2.6	-3	-1
O=C(CNC(=O)C12CC3CC(CC(C3)C1)C2)N1CCN(S(=O)(=O)c2cccs2)CC1	1	0.3	-15	1	-9	-0.3	1	2.9	47	5
CC(C)(C)N(Cc1ccccc1)C(=O)c1ccc(Br)o1	1	-0.6	-3	2	-3	-0.1	0.9	2.4	-7	-3
COc1ccc(C(=O)N2CCN(S(=O)(=O)c3ccc(F)cc3)CC2)cc1OC	0.9	-0.6	-5	-4	12	-0.1	0.6	-0.7	-8	-11
CCOC(=O)C1CCN(CC(O)COCc2ccc3c(c2)OCO3)CC1 (stereo unspecified)	1	-0.7	-17	-6	7	-0.1	1	-0.9	86*	-3
Cc1cc2ccccc2c(=O)n1CC(=O)NCC(=O)N1CCCC1	1.1	-5.7	3	1	9	-0.2	1.1	-0.7	-1	-8
Cc1ccc2oc(=O)c3cc(C(=O)N4CCN(C(=O)c5ccco5)CC4)sc3c2c1	1	0.2	-1	-5	-1	-0.1	1	1.4	-5	-2
CS(=O)(=O)N1CCC(C(=O)NCc2ccc3c(c2)OCO3)CC1	1	-1.0	-6	-6	7	-0.1	1	0.1	-6	3
CC1C(=O)CC(c2ccco2)NC1c1ccco1 (stereo unspecified)	1	0.1	-14	-4	.	-0.2	1	-1.1	-5	-3
O=C(Nc1ccc(S(=O)(=O)NCC2CCCO2)cc1)c1ccccc1 (stereo unspecified)	0.9	1.0	-2	-5	3	-0.1	0.9	0.1	2	0
Nc1nonc1NC(=O)CSc1ncccc1C(=O)O	1.3	2.0	-10	-7	-28	-0.3	1.6	2.1	-11	-6
Cc1ccc(/C=C/C(=O)O)cc1S(=O)(=O)NCCO	1	2.7	-16	1	.	-0.2	0.9	-1.1	-8	-1
C=CCNC(=O)c1ccc(N(CC=C)S(C)(=O)=O)cc1	0.9	1.2	-9	-2	.	-0.1	0.9	0.1	-8	-1
O=C(COC(=O)CCc1nc2ccccc2s1)Nc1ccc(Cl)cn1	0.9	0.1	-4	4	-3	-0.4	0.9	2.3	-6	-1
CCOC(=O)c1ccccc1NC1CC(=O)N(c2ccccc2C)C1=O (stereo unspecified)	1	2.5	-6	-4	-23	0.0	1.1	1.8	4	2
C#CCOCCOCCOCCNc1nc(N2CCN(C(=O)Cn3cc(CCO)nn3)CC2)nc(N2CCN(C(=O)[C@H](C(C)C)n3cc(CCO)nn3)CC2)n1	1.4	0.2	-10	-4	-8	-0.2	1.3	0.9	15	-6
CCOC(=O)c1nc(-c2ccc(OC)c(OC)c2)no1	1	7.8	-8	0	-4	-0.2	0.9	-0.3	-6	0
O=C(COc1ccc(Cl)cc1Cl)NNC(=S)Nc1ccc(F)cc1	0.9	-4.5	4	1	.	-0.1	1	4.1	-3	-4

Compound activity: PubChem, several laboratories
